A3A deaminase: APOBEC3A ssDNA deaminase inhibitors, primary screen, selectivity assay for APOBEC3G inhibitor project, biochemical, FAM/TAMRA oligo cleavage fluorescence; DNA dC->dU-editing enzyme APOBEC-3A (Homo sapiens), P31941; inhibition, % at 20 µM; AID 493011, 2011; hit rate 0.41% among 330,000; recombinant A3A, FAM/TAMRA ssDNA deamination fluorescence;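 active = at least 40% inhibition at 20 µM here, with at most 30% in a related deaminase screen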;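 also: plate controls were A3A with DMSO for no effect and wells lacking A3A enzyme for full effect; some results filed as inactive read as strong as hits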
Target sequence (P31941 whole entry, looked up): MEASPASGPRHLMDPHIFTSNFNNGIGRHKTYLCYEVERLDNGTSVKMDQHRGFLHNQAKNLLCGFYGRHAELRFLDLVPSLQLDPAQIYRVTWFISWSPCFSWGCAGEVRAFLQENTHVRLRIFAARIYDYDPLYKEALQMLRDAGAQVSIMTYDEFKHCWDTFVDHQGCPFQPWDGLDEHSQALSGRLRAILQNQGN
hIAP block: human IAP inhibitors, primary screen, biochemical, luminescence, uHTS; Intestinal-type alkaline phosphatase (Homo sapiens), P09923; purified IAP, CDP-Star luminescence, 30 min; hit rate 0.12% among 330,000; inhibition, % at 10 µM; AID 2544, 2010;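 active = inhibition reaching a set limit with compound at 10 µM in the primary screen, cut at about 35% in these data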;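 also: plate controls were DMSO wells with enzyme for no effect and no-enzyme buffer wells for full effect; values of inactives mirror those of a sister screen read the other way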
Target sequence (P09923 whole entry, looked up): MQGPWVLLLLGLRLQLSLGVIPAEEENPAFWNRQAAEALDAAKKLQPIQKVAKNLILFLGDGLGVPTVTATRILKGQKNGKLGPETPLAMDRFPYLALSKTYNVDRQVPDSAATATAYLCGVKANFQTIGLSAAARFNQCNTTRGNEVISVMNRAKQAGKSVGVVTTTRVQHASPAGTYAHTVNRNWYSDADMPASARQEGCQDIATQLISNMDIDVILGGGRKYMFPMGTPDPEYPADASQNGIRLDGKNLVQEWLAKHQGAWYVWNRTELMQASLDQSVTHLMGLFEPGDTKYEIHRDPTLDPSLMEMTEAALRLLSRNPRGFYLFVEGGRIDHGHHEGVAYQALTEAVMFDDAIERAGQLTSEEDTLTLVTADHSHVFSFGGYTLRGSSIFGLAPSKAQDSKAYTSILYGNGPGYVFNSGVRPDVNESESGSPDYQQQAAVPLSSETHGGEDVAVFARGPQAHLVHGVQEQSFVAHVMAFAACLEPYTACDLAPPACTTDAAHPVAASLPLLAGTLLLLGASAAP
NLRP3 yeast inh: NALP3 inflammasome inhibitors in reconstituted yeast, primary screen, luminescence, uHTS; hit rate 0.39% among 330,000; Yeast reconstituted NLRP3/ASC/caspase-1, beta-gal luminescence, 24 h; inhibition, % at 10 µM;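 active = inhibition of 50% or more; inactive = inhibition below 50%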;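 also: plate controls were induced DMSO wells for no effect and uninduced yeast grown without galactose for full effect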
MIN6 prolif: inducers of MIN6 beta-cell proliferation, primary screen, ATP luminescence, uHTS; MIN6 cells proliferation, ATPlite luminescence, 48 h; cells starved in 0.2% serum; 100% = growth in 10% serum; proliferation, % at 10 µM; hit rate 0.29% among 330,000; AID 2380, 2010;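 active = compounds whose signal lies at least 3.5 SD above the mean of all wells on their plate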;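 also: 0% = DMSO-treated cells in low-serum medium and 100% = 10% serum control; some compounds called inactive have numbers as strong as hits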
TIM10 inh: growth inhibitors of isogenic TIM10 control yeast, primary screen, counter-screen for tim10-1 yeast inhibitor project, luminescence, uHTS | S. cerevisiae TIM10 strain growth, BacTiter-Glo luminescence, 24 h | inhibition, % at 10 µM | hit rate 1.4% among 330,000;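 active = inhibition of 40% or more at the single tested concentration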;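 also: wild-type TIM10 isogenic control strain grown at permissive 25 °C; 0% = DMSO yeast wells and 100% = minimal medium wells without yeast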
tim10-1 inh: growth inhibitors of tim10-1 mutant yeast, primary screen, luminescence, uHTS. S. cerevisiae tim10-1 ts strain growth, BacTiter-Glo, 24 h. inhibition, % at 20 µM. hit rate 2.2% among 330,000. AID 463190, 2010;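 active = inhibition of at least 40%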;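 also: mutant grown at 25 °C; 0% = DMSO wells with yeast and 100% = wells holding no yeast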
mIAP block: inhibitors of mouse IAP, primary screen, biochemical, luminescence, uHTS. hit rate 0.2% among 330,000. AID 2806, 2010. inhibition, % at 10 µM. purified mouse IAP, CDP-Star luminescence, 30 min. intestinal alkaline phosphatase [Mus musculus];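 active = inhibition of at least 40% at 10 µM in the primary screen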;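 also: plate controls were DMSO with enzyme for no effect and no enzyme wells for full effect; values of inactives mirror those of a sister screen read the other way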
mIAP activ: activators of mouse IAP, primary screen, biochemical, luminescence, uHTS; intestinal alkaline phosphatase [Mus musculus]; muIAP, CDP-Star luminescence, 30 min; active compounds read high; 1 = vehicle-only enzyme signal, 0 = enzyme-free wells; activation factor at 10 µM; hit rate 0.24% among 330,000; AID 2805, 2010;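 active = activation factor of at least 2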; also: the source names both 10 and 20 µM as test concentration; values of inactives mirror those of a sister screen read the other way
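System: mouse IAP enzyme. Reagent: CDP-Star chemiluminescent phosphatase substrate. Benchmarks: DMSO wells, no-enzyme wells. Times: 30 min enzyme-substrate-compound incubation at room temperature. Detection: luminescence from enzymatic CDP-Star hydrolysis. Doses: test compounds delivered from DMSO solution.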
APOBEC3G inh: APOBEC3G DNA deaminase inhibitors, primary screen, biochemical, fluorescence, single-stranded DNA substrate, uHTS; DNA dC->dU-editing enzyme APOBEC-3G (Homo sapiens), Q9HC16; recombinant A3G, ssDNA deamination FAM/TAMRA fluorescence; inhibition, % at 20 µM; hit rate 0.28% among 330,000; AID 493012, 2011;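 active = inhibition of at least 40% at 20 µM, with no more than 30% in the related APOBEC3A deaminase screen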;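 also: plate controls were DMSO wells with A3G for no effect and wells lacking A3G enzyme for full effect; some compounds called inactive have numbers as strong as hits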
Target sequence (Q9HC16 whole entry, looked up): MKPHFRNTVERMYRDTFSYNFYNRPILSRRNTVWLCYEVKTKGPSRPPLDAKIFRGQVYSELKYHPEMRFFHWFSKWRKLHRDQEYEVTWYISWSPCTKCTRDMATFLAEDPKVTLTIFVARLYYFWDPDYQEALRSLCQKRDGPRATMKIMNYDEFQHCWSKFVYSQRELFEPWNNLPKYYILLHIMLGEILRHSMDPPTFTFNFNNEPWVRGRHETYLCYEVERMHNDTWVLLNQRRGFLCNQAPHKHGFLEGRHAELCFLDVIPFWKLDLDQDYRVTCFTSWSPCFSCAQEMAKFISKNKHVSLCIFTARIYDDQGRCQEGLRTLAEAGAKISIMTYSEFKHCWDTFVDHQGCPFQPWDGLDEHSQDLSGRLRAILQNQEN
The depositor's hits bear a star.

C=CCOC(=O)C1=C(C)OC(N)=C(C#N)C1c1c(C)nn(-c2ccccc2)c1Cl (stereo not drawn) was read as A3A deaminase -4, hIAP block -20, NLRP3 yeast inh -5, MIN6 prolif -2, TIM10 inh 4, tim10-1 inh 37, mIAP block 1, mIAP activ 0.99 and APOBEC3G inh -11.
`COc1ccc(/C=C/C(=O)Nc2ccc3nc4n(c(=O)c3c2)CCCC4)cc1` gave A3A deaminase -7, hIAP block -7, NLRP3 yeast inh 18, MIN6 prolif -3, TIM10 inh -12, tim10-1 inh -13, mIAP block -12, mIAP activ 1.1 and APOBEC3G inh -3.
COc1ccc(C2N(c3cc(C)on3)C(=O)C3CCCN32)cc1OC (stereo not drawn) was read as A3A deaminase -2, hIAP block -9, NLRP3 yeast inh 1, MIN6 prolif -2, TIM10 inh 1, tim10-1 inh 6, mIAP block -5, mIAP activ 1.1 and APOBEC3G inh -3.
CCS(=O)(=O)C1=NN2C(=N)/C(=C\c3ccc(OC(=O)c4ccco4)c(OC)c3)C(=O)N=C2S1 was read as A3A deaminase 0, hIAP block 13, NLRP3 yeast inh 5, MIN6 prolif 0, TIM10 inh 18, tim10-1 inh 32, mIAP block 17, mIAP activ 0.83 and APOBEC3G inh -4.
COc1ccc(S(=O)(=O)N2CCCCC2)cc1NC(=O)[C@@H]1CCCN1C(=O)c1cccs1 was read as A3A deaminase 2, hIAP block 3, NLRP3 yeast inh 9, MIN6 prolif 1, TIM10 inh 11, tim10-1 inh 5, mIAP block -5, mIAP activ 1.1 and APOBEC3G inh -5.
CCN(CC)c1ccc(C=C(c2nnnn2-c2ccc(C)cc2)c2nnnn2-c2ccc(C)cc2)cc1 was read as A3A deaminase -1, hIAP block -32, NLRP3 yeast inh 28, MIN6 prolif 1, TIM10 inh 12, tim10-1 inh 20, mIAP block 12, mIAP activ 0.88 and APOBEC3G inh -7.
O=C(CNC(=O)c1cccs1)N/N=C/c1c(F)cccc1Cl was read as A3A deaminase -1, hIAP block -18, NLRP3 yeast inh 1, MIN6 prolif 0, TIM10 inh 3, tim10-1 inh -11, mIAP block -3, mIAP activ 1 and APOBEC3G inh -7.
`NC(=O)COC(=O)CNC(=O)c1ccc(Cl)cc1` gave A3A deaminase -3, hIAP block -4, NLRP3 yeast inh -2, MIN6 prolif -1, TIM10 inh -10, tim10-1 inh 7, mIAP block 5, mIAP activ 0.95 and APOBEC3G inh -2.
`CC1(C)Cc2c(sc(NC(=O)C(=O)N3CCN(CCO)CC3)c2C(N)=O)CO1` gave A3A deaminase -3, hIAP block -12, NLRP3 yeast inh 20, MIN6 prolif -2, TIM10 inh 7, tim10-1 inh 22, mIAP block 0, mIAP activ 1 and APOBEC3G inh -6.
Screening CCC(=O)N1CCC2(CC1)Oc1ccc(F)cc1C(=O)C21CC(c2ccccc2)=NO1 (stereo not drawn) returned A3A deaminase 0, hIAP block -11, NLRP3 yeast inh 12, MIN6 prolif -2, TIM10 inh 4, tim10-1 inh 16, mIAP block 2, mIAP activ 0.98 and APOBEC3G inh -10.
O=C(c1ccc(CS(=O)(=O)Cc2ccc(Cl)cc2)o1)N1CCCC1 was read as A3A deaminase 0, hIAP block 16, NLRP3 yeast inh -5, MIN6 prolif 2, TIM10 inh 4, tim10-1 inh 2, mIAP block 6, mIAP activ 0.94 and APOBEC3G inh -4.
Screening COc1ccc(Cc2nnc(N/N=C/c3ccc(Br)cc3)[nH]c2=O)cc1OC returned A3A deaminase 2, hIAP block -15, NLRP3 yeast inh 1, MIN6 prolif 1, TIM10 inh -21, tim10-1 inh -16, mIAP block 0, mIAP activ 1 and APOBEC3G inh -4.
For COc1cccc(Nc2nc(-c3sc(N)nc3C)cs2)c1 the results were A3A deaminase 4, hIAP block -2, NLRP3 yeast inh 22, MIN6 prolif 0, TIM10 inh 10, tim10-1 inh 15, mIAP block 14, mIAP activ 0.86 and APOBEC3G inh 5.
`O=Cc1ccc(OC2OCCOC2Oc2ccc(C=O)cc2)cc1` (stereo not drawn) gave A3A deaminase 2, hIAP block 5, NLRP3 yeast inh 23, MIN6 prolif -1, TIM10 inh -5, tim10-1 inh 2, mIAP block -6, mIAP activ 1.1 and APOBEC3G inh -6.
Cc1ccc(-c2nc3ncccc3o2)cc1NC(=O)c1cc2ccccc2o1 was read as A3A deaminase -6, hIAP block 9, NLRP3 yeast inh 25, MIN6 prolif -1, TIM10 inh 8, tim10-1 inh 1, mIAP block 10, mIAP activ 0.9 and APOBEC3G inh -7.
COc1ccccc1NS(=O)(=O)c1ccc(C)c(NC(=O)NC2CCCCC2)c1 was read as A3A deaminase -2, hIAP block -14, NLRP3 yeast inh 15, MIN6 prolif 1, TIM10 inh 3, tim10-1 inh 10, mIAP block -26, mIAP activ 1.3 and APOBEC3G inh -3.
For O=C(COC(=O)c1ccccc1Oc1ccccc1)NC1CC1 the results were A3A deaminase -5, hIAP block -2, NLRP3 yeast inh 10, MIN6 prolif -4, TIM10 inh -5, tim10-1 inh 2, mIAP block 11, mIAP activ 0.89 and APOBEC3G inh -5.
Screening Cc1c(NS(=O)(=O)c2cccs2)cccc1-c1nc2cccnc2s1 returned A3A deaminase 1, hIAP block -2, NLRP3 yeast inh 6, MIN6 prolif 1, TIM10 inh 28, tim10-1 inh 33, mIAP block -3, mIAP activ 1 and APOBEC3G inh -3.
For O=C(NCc1ccccc1)C1=C[C@@H](C2CCCCC2)C[C@@H](OCc2ccc(CO)cc2)O1 the results were A3A deaminase -2, hIAP block -16, NLRP3 yeast inh 8, MIN6 prolif -8, TIM10 inh 6, tim10-1 inh 19, mIAP block -2, mIAP activ 1 and APOBEC3G inh -4.
For CCOC(=O)CC(NC(=O)CCc1c(C)nc2ncnn2c1C)c1ccc(OC(C)C)cc1 (stereo not drawn) the results were A3A deaminase -3, hIAP block 8, NLRP3 yeast inh 8, MIN6 prolif 4, TIM10 inh 7, tim10-1 inh 11, mIAP block 1, mIAP activ 0.99 and APOBEC3G inh -5.
Screening CCOC(=O)C1CSC(CC(=O)Nc2ccc(OC(F)(F)F)cc2)C(=O)N1 (stereo not drawn) returned A3A deaminase -2, hIAP block 2, NLRP3 yeast inh 16, MIN6 prolif -2, TIM10 inh 12, tim10-1 inh 2, mIAP block 5, mIAP activ 0.95 and APOBEC3G inh 1.
Cc1noc(C)c1C(=O)Nc1nc(-c2cc(F)ccc2F)cs1 was read as A3A deaminase -3, hIAP block 4, NLRP3 yeast inh 31, MIN6 prolif 1, TIM10 inh 1, tim10-1 inh 11, mIAP block -1, mIAP activ 1 and APOBEC3G inh -10.
`CCN(c1ccccc1)S(=O)(=O)c1ccc(NC(=O)C(C)(C)C)cc1` gave A3A deaminase 10, hIAP block 4, NLRP3 yeast inh 4, MIN6 prolif -1, TIM10 inh 4, tim10-1 inh 27, mIAP block -2, mIAP activ 1 and APOBEC3G inh 0.
Screening CC(C)(Oc1ccc(Cl)cc1)C(=O)OCc1nc2ccsc2c(=O)[nH]1 returned A3A deaminase -1, hIAP block 5, NLRP3 yeast inh -4, MIN6 prolif 0, TIM10 inh 9, tim10-1 inh 18, mIAP block 4, mIAP activ 0.96 and APOBEC3G inh -5.
`CC(C)(C)C(=O)c1cn(CC(=O)NCc2ccc3c(c2)OCO3)c2ccccc12` gave A3A deaminase -6, hIAP block -17, NLRP3 yeast inh 12, MIN6 prolif 5, TIM10 inh 17, tim10-1 inh 26, mIAP block -21, mIAP activ 1.2 and APOBEC3G inh -7.
For COc1ccc(CN2C(=O)c3ccccc3C2=O)cc1C(=O)O the results were A3A deaminase 0, hIAP block 14, NLRP3 yeast inh 13, MIN6 prolif 2, TIM10 inh -2, tim10-1 inh 5, mIAP block -18, mIAP activ 1.2 and APOBEC3G inh 5.
CCCCN(C(=O)c1ccc2c(c1)NC(=O)CS2)c1ccccc1 was read as A3A deaminase -2, hIAP block -6, NLRP3 yeast inh 11, MIN6 prolif -5, TIM10 inh 2, tim10-1 inh -4, mIAP block -20, mIAP activ 1.2 and APOBEC3G inh -4.
For CC(=O)c1ccccc1OCc1ccc(C(=O)c2ccccc2)cc1 the results were A3A deaminase -6, hIAP block 9, NLRP3 yeast inh 30, MIN6 prolif -4, TIM10 inh -10, tim10-1 inh 10, mIAP block 0, mIAP activ 1 and APOBEC3G inh -9.
`Cc1nnc(SCCn2c(N3CCCCCC3)nc3c2c(=O)[nH]c(=O)n3C)s1` gave A3A deaminase -1, hIAP block 4, NLRP3 yeast inh 10, MIN6 prolif -4, TIM10 inh 3, tim10-1 inh 9, mIAP block 5, mIAP activ 0.95 and APOBEC3G inh -1.
Screening Cc1ccc(CN2C(=O)CCC2C(=O)NCCN2CCN(c3cccc(Cl)c3)CC2)cc1 (stereo not drawn) returned A3A deaminase -3, hIAP block -6, NLRP3 yeast inh -9, MIN6 prolif 0, TIM10 inh 1, tim10-1 inh 10, mIAP block -3, mIAP activ 1 and APOBEC3G inh -5.
`CN(CCO)c1ccc(C=NNc2ccc([N+](=O)[O-])cc2S(=O)(=O)Nc2ccccc2C(=O)O)cc1` gave A3A deaminase -2, hIAP block 2, NLRP3 yeast inh 32, MIN6 prolif -4, TIM10 inh 7, tim10-1 inh 29, mIAP block 46*, mIAP activ 0.54 and APOBEC3G inh -7.
COc1cccc(Cn2c(=O)sc3ccccc3c2=O)c1 was read as A3A deaminase 0, hIAP block -3, NLRP3 yeast inh 22, MIN6 prolif -6, TIM10 inh -5, tim10-1 inh 17, mIAP block 0, mIAP activ 1 and APOBEC3G inh -5.
Screening CNC(=O)COC(=O)c1ccccc1Nc1ccccc1 returned A3A deaminase -1, hIAP block 0, NLRP3 yeast inh -13, MIN6 prolif -2, TIM10 inh 13, tim10-1 inh 16, mIAP block 6, mIAP activ 0.94 and APOBEC3G inh -5.
O=C(NCc1ccco1)C1Cc2cc(Cl)ccc2O1 (stereo not drawn) was read as A3A deaminase 4, hIAP block -6, NLRP3 yeast inh 7, MIN6 prolif -2, TIM10 inh 21, tim10-1 inh -11, mIAP block 0, mIAP activ 1 and APOBEC3G inh -5.
For Cc1cccc(N=C2C(=O)Nc3c(Cl)cccc32)c1 the results were A3A deaminase -3, hIAP block -5, NLRP3 yeast inh 16, MIN6 prolif 0, TIM10 inh 3, tim10-1 inh 5, mIAP block 1, mIAP activ 0.99 and APOBEC3G inh 0.
CCOC(=O)c1sc2nc[nH]c(=O)c2c1C was read as A3A deaminase -2, hIAP block 8, NLRP3 yeast inh -4, MIN6 prolif 4, TIM10 inh -15, tim10-1 inh -9, mIAP block 4, mIAP activ 0.95 and APOBEC3G inh -4.
For O=C(Nc1cccnc1)C1=NN(C2CCS(=O)(=O)C2)C(=O)CC1 (stereo not drawn) the results were A3A deaminase -5, hIAP block 2, NLRP3 yeast inh 6, MIN6 prolif -2, TIM10 inh -5, tim10-1 inh 0, mIAP block 10, mIAP activ 0.9 and APOBEC3G inh -18.

Source: PubChem BioAssay
